Compound activity as filed in PubChem.
FLuc modulator: inhibits or activates purified firefly luciferase, miR-21 counter-screen | P08659 | purified FLuc, Km substrates, luminescence inhibition | Potency, µM (doses to about 57.5 µM), inactives show top-dose activity change, negative = inhibition, usual class: inhibitors | 360,000 compounds, 6.9% hits; active = well fitted inhibition curve with a large enough effect; inconclusive = small, poorly fitted or top-dose-only effect;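 note: plate controls were vehicle for no effect and reference inhibitor for full effect; nearly all actives have a fitted effect of over 55% in size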
Target sequence (P08659 whole entry, looked up): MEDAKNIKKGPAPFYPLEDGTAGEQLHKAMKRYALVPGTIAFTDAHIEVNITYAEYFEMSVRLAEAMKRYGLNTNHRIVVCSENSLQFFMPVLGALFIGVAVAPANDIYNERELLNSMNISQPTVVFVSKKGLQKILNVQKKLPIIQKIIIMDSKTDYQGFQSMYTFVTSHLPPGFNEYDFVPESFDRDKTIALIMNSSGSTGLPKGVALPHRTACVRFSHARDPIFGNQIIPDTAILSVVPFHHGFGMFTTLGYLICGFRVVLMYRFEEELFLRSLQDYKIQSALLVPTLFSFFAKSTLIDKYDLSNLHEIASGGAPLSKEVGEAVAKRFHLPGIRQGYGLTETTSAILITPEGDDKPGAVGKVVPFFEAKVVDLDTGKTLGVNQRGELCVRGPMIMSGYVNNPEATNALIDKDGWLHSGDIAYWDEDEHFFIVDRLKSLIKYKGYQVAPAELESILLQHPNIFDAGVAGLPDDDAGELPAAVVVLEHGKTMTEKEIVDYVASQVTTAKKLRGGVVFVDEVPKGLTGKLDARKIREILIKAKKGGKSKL
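Purified P. pyralis luciferase (10nM final) with 10uM D-luciferin and 10uM ATP (Km levels) in 50mM Tris acetate pH 7.5, 10mM Mg acetate, 0.01% Tween-20, 0.05% BSA; qHTS 6-point titration, ~60 µM downward; luminescence read.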
* hit, by the source's call; ? = inconclusive. Potency is the fitted concentration of half-maximal effect. This is a subset; count on the stated rates, not on these rows.

SMILES	FLuc modulator
CCc1ccc(C2N3CC4(C)CN2CC(c2ccccc2)(C3)C4=O)cc1 (stereo unspecified)	7%
COc1ccc(/C=C/c2nc(C#N)c(N3CCC(C)CC3)o2)cc1OC	-19%
Cc1cc(C)c(Nc2ncnc3c2cnn3C)c(C)c1	-3%
CCc1ccc2nc(N3CCN(C(=O)c4ccccc4)CC3)sc2c1	?
CCOc1ccc(S(=O)(=O)c2cc3cccc(OCC)c3oc2=O)cc1	6%
CCOC(=O)c1ccc(NC(=O)c2cc3cc(C)ccc3n2C)cc1	3%
Cc1ccc(-c2nc3cccnc3s2)cc1NC(=O)C(C)C	11µM*
CCOC(=O)c1[nH]c(C)c(CCC(=O)NC(C)c2ccccc2)c1C (stereo unspecified)	6%
CCOC(=O)C1=C(CN2CCN(c3cc(C)ccc3C)CC2)NC(=O)NC1c1ccc(Cl)cc1 (stereo unspecified)	2%
COc1ccc(-c2cc(C(=O)Nc3c(Cl)cccc3Cl)no2)cc1OC	?
COc1ccc(OC)c(NC(=O)C2CCCN(S(=O)(=O)c3ccc4[nH]c(=O)ccc4c3)C2)c1 (stereo unspecified)	3%
Cc1c(NC(=O)c2ccc(N3CCC(C)CC3)c([N+](=O)[O-])c2)cccc1-c1nc2ccccc2o1	-8%
Cc1ccc(CNC(=O)CCCCCn2c(=O)[nH]c3ccccc3c2=O)cc1	6%
COc1ccccc1N1CCN(C(=O)Cn2c(=O)n3nc(-c4cccc(F)c4)nc3c3ccccc32)CC1	-3%
COc1ccc(-c2noc(CNC(=O)c3ccccc3Br)n2)cc1	-1%
CCCN(CCC)c1nn2c(=O)c(C(=O)NCc3cc(Br)ccc3OC)cnc2s1	-15%
Cc1cc(C)cc(NC(=O)CCCc2nc(-c3ccco3)no2)c1	?
Cc1nc2nc(SCC(=O)NCCc3ccc(Cl)cc3)nn2c(C)c1Cc1c(F)cccc1Cl	-13%
COc1ccc(CNC(=O)CN2C(=O)CCn3nc(-c4cn(C)c5ccccc45)cc32)cc1	-18%
COc1ccc(-c2cccc(NS(=O)(=O)c3cccs3)c2)nn1	?
CCC(=O)N1c2ccccc2CC1C(=O)NCCCN1CCN(c2ccc(OC)cc2)CC1 (stereo unspecified)	0%
O=C(Nc1ccc2oc(-c3cccc(F)c3)nc2c1)c1ccc2ccccc2c1	1%
COc1ccccc1C(=O)Nc1ccc(C(=O)OCc2cc(=O)n3c4c(sc3n2)CCCC4)cc1	-8%
Cc1coc2cc3oc(=O)c(CCC(=O)N4CCCCC4)c(C)c3cc12	-20%

Some of the entries so far, in CSV form.
smiles,FLuc modulator
CCOC(=O)c1[nH]c(C)c(CCC(=O)NC(C)c2ccccc2)c1C (stereo unspecified),6%
COc1ccccc1C(=O)Nc1ccc(C(=O)OCc2cc(=O)n3c4c(sc3n2)CCCC4)cc1,-8%

New compounds follow.
SMILES	FLuc modulator
COc1ccc(Cn2c(C(=O)O)c(CNC3CCCC3)c3ccc(C)cc32)cc1	-3%
COc1ccc(-n2ccnc2SCC(=O)Nc2cccc(OC)c2)cc1	-10%
COC(=O)c1c(NC(=O)c2nc(SCc3ccc(F)cc3)ncc2Cl)sc2c1CCCC2	3%
COc1ccc(C(C)=O)cc1CSc1nc(Nc2ccc(F)c(F)c2)c2ccccc2n1	2%
CCOC(=O)c1c(S(=O)(=O)N2CCCC(C(=O)N3CCN(c4cccc(C)c4C)CC3)C2)c(C)n(C)c1C (stereo unspecified)	-3%
COc1ccc(CNC(=O)C(CC(C)C)N2Cc3ccccc3C2=O)cc1 (stereo unspecified)	-1%
CC(=O)OCc1cnc(C)c2oc(=O)c(C(=O)Nc3ccc(C)cc3Cl)cc12	-13%
COc1cc(OC)cc(C(=O)N2CCC(c3ccncc3)CC2)c1	0%
CCCOc1ccc(/C=C/C(=O)Nc2sc(C)c(C)c2C(=O)OCC)cc1OC	?
COc1ccc(Cl)cc1NC(=O)Cn1c(=O)c(-c2ccccc2NC(C)=O)nc2ccccc21	-2%
CC(CNC(=O)Cc1ccc(NC(=O)N2CCSc3ncccc32)cc1)c1ccccc1 (stereo unspecified)	-16%
CN(c1ccccc1)C(CNS(=O)(=O)c1ccccc1)c1ccccc1 (stereo unspecified)	1%
CCc1ccc(-n2nc(C)c3c(C(=O)Nc4cc(OC)cc(OC)c4)cc(C)nc32)cc1	2%
Cc1ccc(NS(=O)(=O)c2ccc(-c3cc(C)no3)cc2)c(Br)c1	?
O=C(Nc1ccc2c(c1)N(C1CCCC1)C(=O)c1ccccc1S2)c1ccc(F)cc1	-8%
COc1ccc(NC(=O)CCCn2nc(C)c3sc4ccccc4c3c2=O)cc1	?
Cc1ccnc(NS(=O)(=O)c2cc(-c3cc(C)no3)ccc2C)c1	-5%
Cc1ccc2nc(CSc3nnc(NC(=O)COc4ccccc4)s3)cc(=O)n2c1	?
COc1ccc(NC(=O)C(NC(=O)/C=C\c2ccc3c(c2)OCO3)c2ccccc2)cc1 (stereo unspecified)	0%
O=C(CCS(=O)(=O)c1cccc2nonc12)Nc1cccc(F)c1	-2%
CCOC(=O)C1CCC(CN(Cc2ccc(OC)cc2)S(=O)(=O)c2ccc(F)c(C(=O)Nc3ccc(C)c(C)c3)c2)CC1 (stereo unspecified)	0%
O=c1c(S(=O)(=O)c2ccc(Cl)cc2)cn(Cc2ccc(F)cc2)c2ccc(F)cc12	-4%
COc1ccc(C)cc1NS(=O)(=O)c1cnc(N)nc1	-2%
CCCCOC(=O)c1ccc(NC(=O)C2(c3cccs3)CCOCC2)cc1	-1%
CCc1ccc(S(=O)(=O)c2cn(Cc3ccc(OC)cc3)c3cc(OC)c(OC)cc3c2=O)cc1	-2%
Cc1ccc(NC(=O)C2CCCN(c3nnc(-n4c(C)ccc4C)s3)C2)c(C)c1 (stereo unspecified)	-2%
COc1ccc(Cn2nnc3c(=O)[nH]c(C4CCCN(C(=O)c5ccc(C)cc5)C4)nc32)cc1 (stereo unspecified)	-17%
CCOC(=O)c1c(NC(=O)CCCOc2ccccc2C)sc2c1CCC(C)C2 (stereo unspecified)	6%
Cc1cccc(N2CCN(Cc3nnc(-c4ccc5c(c4)OCO5)o3)CC2)c1C	-9%
CCOc1ccccc1NC(=O)c1cc2c(=O)oc3ccccc3c2s1	0%
Cc1cc(C)cc(OCC(=O)Nc2cccc(-c3nc4ccccc4[nH]3)c2)c1	11µM*
Cc1nc2cccnc2n1-c1cccc(C(=O)NCCc2ccc(S(N)(=O)=O)cc2)c1	-3%
COc1cc(Cl)c(C)cc1NC(=O)c1cnc(N2CCCCC2)c2ccccc12	-10%
CCCc1cnc2c(c1SCC(=O)Nc1ccc([N+](=O)[O-])cc1)c(=O)n(C)c(=O)n2C	-5%
Cc1ccc(CNc2ccc3cc(S(=O)(=O)N4CCCCC4)ccc3n2)cc1	-2%
COc1ccc(-c2c3c(nc4sc(C(=O)Nc5ccc(Cl)cc5)c(N)c24)CC(C)(C)CC3=O)cc1	-5%
Cc1ccc(-c2nnc3c4ccccc4c(C)nn23)cc1NC(=O)c1ccccc1Cl	1%
Cc1ccc(-c2nn3c(-c4ccccc4)nnc3c3ccccc23)cc1	1%
COc1ccc(-n2ncc(C(=O)NCc3ccccc3)c2C2CCN(C(=O)OC(C)(C)C)CC2)cc1	-8%
Cc1cc(=O)n2[nH]c(NCc3ccc(F)cc3)nc2n1	-11%
COc1ccc(NC(=O)c2c(NC(=O)c3ccncc3)sc3c2CCC(C(C)(C)C)C3)cc1 (stereo unspecified)	-11%
COC(=O)c1cc2oc3ccccc3c2n1Cc1ccc(C)cc1	-6%
CCOCCCNC(=O)C(c1ccc(OC)cc1)N(Cc1ccc2c(c1)OCO2)C(=O)c1ccc(NC(C)=O)cc1 (stereo unspecified)	-5%
CC(=O)c1ccc(NS(=O)(=O)c2cc3[nH]c(=O)c(=O)[nH]c3cc2C)cc1	-14%
COc1ccc(NC(=O)c2ccco2)cc1NC(=O)c1cccc(C)c1OC	?
Cc1cc(=O)n(CC(=O)Nc2cccc([N+](=O)[O-])c2)c(-n2nc(C)cc2C)n1	3%
CCc1ccc(NC(=O)c2nc3nc(C)cc(C(F)F)n3n2)cc1	-17%
CCN(C(=O)Cn1cc(C(=O)c2ccc(F)cc2)c(=O)c2ccc(C)nc21)c1cccc(C)c1	-5%
CCCN1CCN(c2nnc(-n3cccc3C(=O)Nc3cc(Cl)ccc3C)s2)CC1	-15%
COc1ccc(-c2nnc(SCC(=O)Nc3ccc(C)c(Cl)c3)nc2-c2ccc(OC)c(OC)c2)cc1OC	-3%
CCOc1ccc(-c2cc(C(=O)N3CCN(c4ccc(C)cc4)C(C)C3)c3ccccc3n2)cc1 (stereo unspecified)	4.8µM*
COc1ccc(C)cc1N(C)C(=O)CCc1nc(-c2ccccc2F)no1	-11%
O=C(CCc1nc(-c2ccccc2F)no1)Nc1cccc(C(F)(F)F)c1	?
CCn1c2ccccc2c2nnc(N3CCN(c4ccc(F)cc4)CC3)nc21	-5%
CCOc1ccc(-c2nonc2NC(=O)COc2ccccc2)cc1	?
CCN(CC)c1ccc(NC(=O)Cn2c3ncccc3c(=O)n2-c2ccccc2)c(C)c1	-16%
CC1CCN(Cc2c(O)ccc3c(=O)c(Oc4ccccc4Cl)c(C(F)(F)F)oc23)CC1	1%
Cc1cc(Nc2cccc(C(F)(F)F)c2)nc2ccc(NC(=O)c3cncc(Br)c3)cc12	0%
CCOC(=O)c1c(C)[nH]c(C)c1S(=O)(=O)N1CCN(c2ccccc2OC)CC1	-9%
CCCN(Cc1cc2cc(C)ccc2[nH]c1=O)C(=O)c1cccc(Cl)c1	5%
Later entries:
SMILES	FLuc modulator
O=C(CCSCc1ccc(Cl)cc1)N1CCN(c2ccccc2F)CC1	-10%
O=C(Cn1cc(S(=O)(=O)Cc2cccc(Cl)c2)c2ccccc21)Nc1ccccc1Cl	-3%
O=C(NCc1cccc(Cl)c1)c1ccc(NC(=O)N2CC3CCCN3c3ccccc32)cc1 (stereo unspecified)	-12%
CN(C(=O)C1CCN(c2ncnc3c2nc2n3CCCCC2)CC1)c1ccccc1F	-3%
CCOc1ccc(C2Nc3c(C)cccc3-c3cc(C)nn32)cc1 (stereo unspecified)	1%
Cc1cc(C)c(NC(=O)CN2C(=O)CCSc3ccc(S(=O)(=O)N4CCCC4)cc32)c(C)c1	1%
COCCCn1c(=O)c2sccc2n2c(CCCC(=O)Nc3cccc(C(F)(F)F)c3)nnc12	3%
Cc1ccc(C(=O)Nc2ccccc2)cc1S(=O)(=O)Nc1ccc(Br)cc1	?
Cc1ccccc1Cn1c(CN2CCC(C(=O)NCc3cccnc3)CC2)cc2ccccc21	2%
CCc1ccccc1N(CC)C(=O)c1c(C)oc2ncnc(N3CCOCC3)c12	25%
O=c1oc2c(CN3CCOCC3)c(O)ccc2cc1-c1ccc(Cl)cc1	?
COc1cccc(CNC(=O)c2ccc3c(c2)nc2n3CCC(C)C2)c1 (stereo unspecified)	?

Entries shown so far that have an NH in an aromatic ring (nine):
SMILES	FLuc modulator
CCOC(=O)c1[nH]c(C)c(CCC(=O)NC(C)c2ccccc2)c1C (stereo unspecified)	6%
COc1ccc(OC)c(NC(=O)C2CCCN(S(=O)(=O)c3ccc4[nH]c(=O)ccc4c3)C2)c1 (stereo unspecified)	3%
Cc1ccc(CNC(=O)CCCCCn2c(=O)[nH]c3ccccc3c2=O)cc1	6%
COc1ccc(Cn2nnc3c(=O)[nH]c(C4CCCN(C(=O)c5ccc(C)cc5)C4)nc32)cc1 (stereo unspecified)	-17%
Cc1cc(C)cc(OCC(=O)Nc2cccc(-c3nc4ccccc4[nH]3)c2)c1	11µM*
Cc1cc(=O)n2[nH]c(NCc3ccc(F)cc3)nc2n1	-11%
CC(=O)c1ccc(NS(=O)(=O)c2cc3[nH]c(=O)c(=O)[nH]c3cc2C)cc1	-14%
CCOC(=O)c1c(C)[nH]c(C)c1S(=O)(=O)N1CCN(c2ccccc2OC)CC1	-9%
CCCN(Cc1cc2cc(C)ccc2[nH]c1=O)C(=O)c1cccc(Cl)c1	5%

Going on with the list:
SMILES	FLuc modulator
CC(C)Cn1c(-c2ccc(S(=O)(=O)N3CCCC3)cc2)csc1=Nc1ccccc1	-1%
CCCSCCCNC(=O)c1ccc2c(c1)nc1n2CCCCC1	15µM*
Cc1ccc2oc(C(=O)Nc3cccc(Cl)c3)cc(=O)c2c1	-4%
CCc1ccc(-n2c(=O)c3c4c(sc3n(Cc3ccccc3C#N)c2=O)CCCC4)cc1	5%
CC(=O)N1CCCc2cc(S(=O)(=O)N3CCCC(C(=O)Nc4ccc(C)c(F)c4)C3)ccc21 (stereo unspecified)	-8%
CCc1ccc(NC(=O)CSc2c(C)cnc3c2c(=O)n(C)c(=O)n3C)cc1	-1%
CCN(CC)c1ccc(C(=O)N2CCC(c3ccncc3)CC2)cc1	-7%
Cc1cc2nc(-c3ccc(Br)cc3)cc(C(F)(F)F)n2n1	-8%
COc1cccc(NC(=O)c2c(C)nn(-c3cccc(C)c3)c2-n2cccc2)c1	1%
CCOc1ccc(CNC(=O)C2=Cc3cccc(OC)c3OC2)cc1	?
COc1cccc(CNC(=O)c2nn(C)c3c2CSc2ccccc2-3)c1	-2%
CCOC(=O)C1CCN(C(=O)c2nn(-c3ccc(C)cc3)c(=O)n(C)c2=O)CC1	2%
COc1cc(NC(=O)C2CCN(C(=O)c3sc4nc[nH]c(=O)c4c3C)CC2)cc(OC)c1OC	-1%
